Bioassay records: PubChem, several laboratories
KOR beta-arrestin-1: KOR antagonists, beta-arrestin recruitment, cell-based, luminescence, uHTS (AID 1778); KOR beta-arrestin recruitment, luminescence, antagonist mode; higher % means a stronger effect; inhibition, % at 10 µM, or IC50 in µM where a hit was titrated; 290,000 tested, 0.091% active; in the data active = inhibition above about 50%; note: strong numbers were not always called active
GPR55 antagonists: GPR55 antagonists blocking LPI-driven arrestin recruitment, primary screen, imaging, U2OS, beta-arrestin-GFP, LPI agonist (AID 2013) | 290,000 tested, 0.13% active | inhibition, % at 10 µM, or IC50 in µM where a hit was titrated | U2OS GPR55 beta-arrestin-GFP translocation imaging, LPI antagonism; higher % means a stronger effect;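 active = spots per cell inhibited over 60%, with over 100 cells counted and total cytoplasm intensity under 500,000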;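 note: U2OS cells stably carrying GPR55 and arrestin-GFP stimulated by 5 µM LPI near EC80; imaged beta-arrestin-GFP aggregate spots per cell after agonist stimulation; plate controls were LPI-stimulated DMSO wells for no effect and DMSO wells without LPI for full effect; some results filed as inactive read as strong as hits; confirmed hits need IC50 under 10 µM and bright autofluorescent wells are also inconclusive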
GPR35 arrestin U2OS: GPR35 antagonists blocking zaprinast-driven arrestin recruitment, primary screen, imaging, U2OS, beta-arrestin-GFP, zaprinast agonist (AID 2058); one-dose inhibition, % at 10 µM; IC50 in µM for titrated hits; U2OS GPR35 beta-arrestin-GFP translocation imaging, zaprinast antagonism; higher % means a stronger effect; 290,000 tested, 0.052% active;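 active = inhibition of at least 50% with at least 30 cells and total cytoplasm GFP at most 10,000,000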
K1F lysis inhibition: protection from phage-mediated lysis, alamar blue read-out – E. coli UTI89, K1F phage, bacterial capsule biogenesis inhibitors (AID 488966) | E. coli UTI89 K1F phage lysis, alamar blue, 2 h; higher % means a stronger effect | one-dose inhibition, % at 100 µM; IC50 in µM for titrated hits | 340,000 tested, 0.02% active;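 active = phage lysis inhibition, versus mean bacterial control, above a set limit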;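 note: capsule biogenesis inhibitors block K1F phage lysis so surviving cells raise fluorescence; higher fluorescence means more inhibition of phage lysis; actives were called in the ten point dose series up to 300 µM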
KOR beta-arrestin-2: kappa opioid receptor activators – cell-based, luminescence, uHTS, primary screen (AID 1777). 280,000 tested, 0.02% active. activation, % at 10 µM; hits with a dose series show EC50 in µM. KOR beta-arrestin recruitment, luminescence; higher % means a stronger effect; in the data active = activation above about 50%, passing the limit was not always enough; note: a part of the inactive calls stands beside numbers as strong as those of hits
GPR55 activation: selective activators of receptor GPR55 – imaging, U2OS cells, beta-arrestin-GFP redistribution, primary screen (AID 1961) | U2OS GPR55 beta-arrestin-GFP redistribution imaging; higher % means a stronger effect | activation, % at 10 µM, or EC50 in µM where a hit was titrated | 290,000 tested, 0.048% active;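 active = activation above 40% with more than 50 cells counted in the well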;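 note: U2OS osteosarcoma cells stably expressing GPR55 and beta-arrestin-GFP; plate controls were DMSO negative control for no effect and LPI positive control for full effect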
NTR1 agonist: NTR1-driven beta-arrestin-GFP spot formation – imaging, U2OS cells, high content, primary screen (AID 493036); P30989; agonist mode; activation, % at 20 µM; 330,000 tested, 0.17% active;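 active = activation at or above 40% of the spot to cytoplasm intensity ratio, with at least 20 cells analyzed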;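 note: 0% = DMSO without peptide and 100% = 100 nM NTR1 peptide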
Target sequence (P30989 whole entry, looked up): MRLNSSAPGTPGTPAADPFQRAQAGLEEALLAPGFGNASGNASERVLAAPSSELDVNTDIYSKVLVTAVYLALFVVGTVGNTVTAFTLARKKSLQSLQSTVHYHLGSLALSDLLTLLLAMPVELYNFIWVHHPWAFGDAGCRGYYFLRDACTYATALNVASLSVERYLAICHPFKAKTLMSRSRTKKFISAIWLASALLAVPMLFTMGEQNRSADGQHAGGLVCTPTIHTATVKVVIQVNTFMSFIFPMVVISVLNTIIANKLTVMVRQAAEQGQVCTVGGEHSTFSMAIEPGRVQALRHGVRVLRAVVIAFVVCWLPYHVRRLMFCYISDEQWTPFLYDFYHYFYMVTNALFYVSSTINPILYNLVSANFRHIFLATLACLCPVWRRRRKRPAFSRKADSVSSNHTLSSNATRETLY
MgcRacGAP inhibition: MgcRacGAP GTPase-activating activity inhibitors, confirmation, biochemical, ADP Hunter fluorescence; MgcRacGAP-stimulated Rac1 GTP hydrolysis, ADP Hunter fluorescence; higher % means a stronger effect; GST-tagged Rac1 F28L mutant substrate; inhibition, % at 30 µM; hits with a dose series show IC50 in µM; 340,000 tested, 0.6% active; AID 624330;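 active = first-screen hits whose inhibition reached a set limit at any dose in the follow-up dose series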;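 note: fluorescence reports GDP produced by GAP-driven GTP hydrolysis; strong numbers were not always called active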
NOD1 inhibition: inhibition of NOD1-driven NF-kB reporter – cell-based, luminescence, uHTS, primary screen (AID 1578); 290,000 tested, 1% active; NOD1-driven NF-kB luciferase reporter cells, luminescence; higher % means a stronger effect; inhibition, % at 4 µM, or EC50 in µM where a hit was titrated; in the data active = inhibition mostly above about 36%, no sharp cut-off; inactive = mostly below about 34%;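 note: HEK-293T reporter cells stimulated with the NOD1 agonist gamma-tri-DAP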
NTR1 agonist cell count 20 µM: recorded beside NTR1 agonist, whose call it bears; cell count; measured here: cell count, cytotoxicity flag
Active calls of the source: *; · = no result given; [ ] = remark or other dose. An excerpt. The share of hits here may be higher or lower than overall.

SMILES	KOR beta-arrestin-1	GPR55 antagonists	GPR35 arrestin U2OS	K1F lysis inhibition	KOR beta-arrestin-2	GPR55 activation	NTR1 agonist	NTR1 agonist cell count 20 µM	MgcRacGAP inhibition	NOD1 inhibition
C=CCn1c(=O)c2ccc(C(=O)NCc3ccccc3)cc2n(Cc2ccccc2Cl)c1=O	-5%	14%	·	3.0%	5.4%	-0.3%	-0.3	60	1%	-8%
COc1ccc(C(=O)Nc2nccs2)cc1OC	-21%	-15%	-7%	1.8%	-3.8%	0.3%	-2.3	59	8%	-59%
CC(Cn1cncn1)C(=O)N1CCN(S(=O)(=O)c2ccccc2)CC1 (stereo not drawn)	-28%	0%	16%	0.3%	-1.4%	-0.1%	-0.7	50	5%	-23%
CCOc1cc(N2CCOCC2)c(OCC)cc1NC(=O)COC(=O)c1cc(C)oc1C	10%	-4%	3%	1.3%	2.6%	-0.2%	0.7	26	17%	10%
O=C(O)c1ccc2c(c1)C1C=CCC1C(c1cc3c(cc1Br)OCO3)N2 (stereo not drawn)	-14%	-3%	5%	-0.1%	-3.6%	-0.2%	1.9	44	0%	-10%
COc1ccc(OCC(O)CNC(=O)c2ccc(OC)cc2)cc1 (stereo not drawn)	12%	-5%	-21%	0.2%	-5.4%	-0.1%	2.4	94	12%	-12%
COc1ccc(CNC(C)C(=O)Nc2ccc3ccccc3c2)cc1OC (stereo not drawn)	2%	10%	4%	5.2%	1.1%	-0.4%	-0.5	60	-4%	-28%
CN1C(=O)C(CC(=O)N2CCN(C(c3ccccc3)c3ccccc3)CC2)N(C)C1=O (stereo not drawn)	-9%	2%	-25%	0.0%	-1.7%	-0.2%	8.8	76	5%	-19%
COCCSc1ccccc1C(=O)Nc1nccs1	13%	4%	7%	0.0%	-5.2%	-0.1%	0.7	45	6%	-17%
Cc1ccc(C(=O)Nc2ccccc2N2CCCC2)cc1	17%[20 µM]	-6%	12%	0.0%	-5.6%	-0.1%	0.1	56	19%	-27%
CCOCCc1nnc(NC(=O)C2CC(=O)N(c3ccc(OCC)cc3)C2)s1 (stereo not drawn)	-26%	-6%	-12%	0.0%	1.8%	0.0%	0.0	34	8%	-20%
O=C(O/N=C1\CCCc2ccccc21)C1CC1	-4%	4%	-1%	0.1%	-4.8%	-0.3%	-1.0	61	10%	-16%
CCCOc1ccccc1C1CC(=O)Nc2cc3c(cc21)OCO3 (stereo not drawn)	-65%	-27%	-10%	0.4%	-1.8%	-0.1%	7.6	54	5%	-10%
CCOC(=O)C1CCN(C(=O)C2(NC(=O)Nc3cccc(F)c3)CCCCC2)CC1	-17%	-10%	-11%	-0.2%	3.7%	0.0%	-0.6	62	-1%	-13%
CNC(=O)c1ccc(=O)n(Cc2cccc(C(F)(F)F)c2)c1	9%	6%	0%	-2.2%	-4.3%	-0.3%	-0.2	49	3%	-32%
COC(=O)[C@@H]1C[C@@]2(O)[C@H](O)[C@H](O)[C@H](O)C[C@H]2N1Cc1cc(F)ccc1F	-19%	5%	-2%	-1.4%	1.0%	-0.1%	-3.6	91	3%	-2%
O=C(c1ccc(Cl)c(S(=O)(=O)N2CCCCC2)c1)N1CCCCCC1	11%	21%	1%	0.0%[50 µM]	1.6%	-0.2%	0.2	64	6%	-7%
CCNC(=S)N(Cc1cccs1)Cc1cc2cc(OCC)ccc2[nH]c1=O	-15%	1%	-17%	-1.2%	0.5%	0.2%	3.7	57	10%	-3%
COc1ccc(C(=O)NCCSCc2ccccc2Cl)cc1OC	-17%	4%	-5%	0.0%	-2.8%	-0.1%	-0.1	73	-6%	-6%
O=C1N/C(=C\c2nc3ccccc3s2)c2ccccc21	-14%	9%	5%	·	-1.9%	-0.1%	16	43	·	-3%
COc1ccc(NC(=O)Nc2nnc(Cc3ccccc3)s2)cc1	9%	4%	-1%	1.6%	-2.3%	-0.2%	-0.2	98	4%	-11%
N/C(=N\OC(=O)CCCc1ccccc1)c1cccc([N+](=O)[O-])c1	·	-4%	0%	2.9%	1.0%	-0.2%	0.3	69	8%	-25%
Cc1ccc(C2NC(=O)NC(O)(C(F)(F)F)C2C(=O)c2cccs2)o1 (stereo not drawn)	-3%	7%	9%	1.8%	3.3%	-0.2%	2.2	79	-3%	-26%
COc1cccc(C(=O)Nc2nnc(-c3cccs3)o2)c1	-18%	-3%	11%	0.5%	3.2%	0.4%	-2.5	78	3%	5%
Cc1cccc2c1CC(C)(C)N/C2=C\C(N)=O	-48%	-6%	-16%	6.4%	0.3%	-0.3%	-1.3	55	8%	10%
O=C(Cn1c(=O)oc2cc(S(=O)(=O)N3CCCC3)ccc21)NC1CCCCC1	15%[20 µM]	3%	-2%	0.1%	-0.1%	-0.1%	5.4	46	4%	-14%
CC(C)c1nc(SCC(=O)NC2CCCCC2)c2ccccc2n1	-18%	10%	6%	0.2%	-2.9%	-0.3%	-0.4	43	-3%	-10%
O=C(c1cccc(F)c1)N1CCN(c2cccc(Cl)c2)CC1	1%	-1%	1%	2.1%	-3.9%	0.0%	-0.2	68	3%	-10%
CCc1nnc(NC(=O)CSc2nnc(CNc3ccc(C)cc3)n2C)s1	-1%[20 µM]	5%	5%	0.3%	-3.6%	0.1%	2.9	44	5%	-22%
N#CCC(=O)N/N=C/c1cn(Cc2ccc(Cl)c(Cl)c2)c2ccccc12	-6%	10%	-9%	0.3%	·	0.8%	0.4	45	13%	2%
COc1ccc(CCNC(=O)C/C(C)=N/NC(=O)c2ccc(N)cc2)cc1OC	16%	3%	1%	0.5%	-3.8%	0.8%	-0.4	65	5%	-10%
O=C(CNc1ccccc1OC(F)F)N1CCc2ccccc21	-10%	5%	20%	2.5%	3.0%	-0.3%	1.3	37	-1%	-40%
CN(C)CC#CCC(O)(c1ccccc1)C1CCCCC1 (stereo not drawn)	-6%[20 µM]	0%	-5%	0.5%	-5.1%	0.6%	-0.9	59	-1%	-10%
Cc1nnc(SCC(=O)Nc2ccc(S(=O)(=O)N3CCCC3)cc2)n1N	-30%	-4%	11%	0.1%	0.5%	0.0%	-2.1	77	7%	8%
Cn1c(=O)cc(OCCCC(=O)NCc2ccc3c(c2)OCO3)c2ccccc21	20%	3%	9%	0.4%	-6.1%	0.3%	0.4	51	10%	-20%
COc1ccc(CC(=O)NNS(=O)(=O)c2ccc([N+](=O)[O-])cc2)cc1OC	-3%	2%	17%	0.5%	-2.0%	-0.3%	-1.0	52	6%	-16%
Oc1ccccc1CN1CCN(C(c2ccccc2)c2ccccc2)CC1	16%[20 µM]	27%	-12%	-1.3%	4.5%	1.1%	2.7	52	27%	10%
COc1ccc(C(=O)NC(=S)SCC(=O)O)cc1	18%	3%	5%	-0.2%	7.0%	-0.3%	0.8	61	12%	-13%
COc1ccc(NC(=O)C2CCC(=O)N2S(=O)(=O)c2ccc(C)cc2)cc1Cl (stereo not drawn)	-26%	-1%	5%	-0.2%	4.2%	-0.1%	1.0	47	6%	8%
O=C(Nc1ccc(-c2csc(Nc3ccccc3)n2)cc1)c1ccccc1	-120%[20 µM]	-5%	-1%	1.4%	-1.1%	-0.3%	0.8	87	12%	8%
Cc1cc(Cl)c2oc(C(=O)N(CCO)Cc3ccccc3)c(C)c2c1	12%	2%	18%	-0.5%	-0.4%	0.3%	15	50	12%	-12%
CS(=O)(=O)c1ccc(NC(=O)CN2C(=O)C3CCCCC3C2=O)cc1 (stereo not drawn)	4%	12%	10%	0.5%[50 µM]	-4.1%	0.4%	-0.3	76	5%	-14%
COC(=O)[C@@H]1CC[C@H](C)[C@@H](c2ccc(C)cc2)N1C(=O)c1ccc(/C=N/O[C@@H](C)c2cn([C@H](CO)Cc3ccccc3)nn2)cc1	28%	12%	-18%	·	-0.8%	0.4%	5.5	91	·	45%
Cc1cc(=O)c2cc(Br)ccc2n1CC(=O)NCc1ccccc1	24%	3%	6%	-0.5%	-1.3%	-0.1%	1.5	61	6%	-2%
Cc1cccc(C)c1NC(=O)C1CCCN1C(=O)NCc1ccccc1 (stereo not drawn)	-3%	3%	4%	0.2%	1.0%	-0.1%	-0.8	51	6%	-41%

Two compounds drawn at random from the list so far, as already listed:
SMILES	KOR beta-arrestin-1	GPR55 antagonists	GPR35 arrestin U2OS	K1F lysis inhibition	KOR beta-arrestin-2	GPR55 activation	NTR1 agonist	NTR1 agonist cell count 20 µM	MgcRacGAP inhibition	NOD1 inhibition
CS(=O)(=O)c1ccc(NC(=O)CN2C(=O)C3CCCCC3C2=O)cc1 (stereo not drawn)	4%	12%	10%	0.5%[50 µM]	-4.1%	0.4%	-0.3	76	5%	-14%
Oc1ccccc1CN1CCN(C(c2ccccc2)c2ccccc2)CC1	16%[20 µM]	27%	-12%	-1.3%	4.5%	1.1%	2.7	52	27%	10%

(listing goes on)
SMILES	KOR beta-arrestin-1	GPR55 antagonists	GPR35 arrestin U2OS	K1F lysis inhibition	KOR beta-arrestin-2	GPR55 activation	NTR1 agonist	NTR1 agonist cell count 20 µM	MgcRacGAP inhibition	NOD1 inhibition
COc1cccc2cc(C(=O)NCc3ccccc3Br)c(=O)oc12	-10%	-10%	12%	0.0%	6.2%	-0.1%	-0.1	71	8%	-6%
C/C(CCc1ccccc1)=N\NC(=O)c1ccccc1	-2%	5%	-2%	0.4%	-5.5%	0.5%	-1.0	80	4%	-25%
CC(=O)Nc1ccc(NC(=O)CN(c2ccc(F)cc2)S(=O)(=O)c2ccc3c(c2)OCCO3)cc1	28%	14%	8%	2.8%	1.0%	-0.1%	-1.2	65	-4%	-7%
CC(=O)c1ccc(NC(=O)Nc2ccncc2)cc1	10%	19%	0%	0.6%	1.7%	-0.2%	1.0	55	2%	25%
Cc1ccc(-c2nc(NCCN3CCOCC3)c3ccccc3n2)cc1	-13%	9%	-12%	5.6%	-2.3%	-0.3%	0.8	66	5%	4%
CC(C)(C)NC(=O)CN(C(=O)C(=O)Nc1ccc2c(c1)OCCO2)C1CCCC1	-17%	3%	16%	0.1%	-0.2%	-0.1%	0.0	58	8%	26%
Cc1ccccc1-n1c(SCC(=O)NCC2CCCO2)nc2c([nH]c3ccccc32)c1=O (stereo not drawn)	35%	13%	2%	0.1%	-7.7%	0.0%	-0.4	63	8%	-7%
COc1ccc(OC)c(/C=C2\NC(=O)NC2=O)c1	24%	4%	-12%	0.2%	1.6%	-0.2%	-1.2	89	6%	11%
O=S(=O)(c1cccs1)n1nnc2ccccc21	17%	11%	-2%	1.0%	2.2%	-0.1%	-1.4	25	8%	-8%
CCCNC(=O)CN1C(=O)NC(Cc2c[nH]c3ccccc23)C1=O (stereo not drawn)	-6%	-5%	1%	0.4%	-2.2%	0.2%	1.2	48	3%	6%
